thrombin 1536 = blocks human thrombin protease activity; AID 1046; hit rate 0.26% among 220,000; alpha-thrombin, Boc-VPR-AMC fluorogenic substrate cleavage; P00734; inhibition, % at 5 µM;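 active means inhibition at or above 40%; inactive means inhibition below 40%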;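 further: 0% = enzyme with no compound and 100% = wells without enzyme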
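signal = AMC fluorescence, 355/460 nm | material = human alpha-thrombin enzyme | control set = enzyme without compound as high, wells lacking enzyme as low | times = reaction at room temperature | read-out basis = percent inhibition scaled between no-compound controls and no-enzyme blanks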
14-3-3 Bad inh = disrupts binding of bovine 14-3-3 zeta to phospho-Bad peptide; TR-FRET 14-3-3zeta/Dy647-pBad peptide displacement, 1 h; inhibition, % at 21.7 µM; P63103; AID 781; hit rate 0.71% among 220,000;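 active means inhibition above about 70%, limit read from the data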;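 further: 0% = full 14-3-3 plus peptide FRET controls and 100% = background without 14-3-3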
Target sequence (P63103 whole entry, looked up): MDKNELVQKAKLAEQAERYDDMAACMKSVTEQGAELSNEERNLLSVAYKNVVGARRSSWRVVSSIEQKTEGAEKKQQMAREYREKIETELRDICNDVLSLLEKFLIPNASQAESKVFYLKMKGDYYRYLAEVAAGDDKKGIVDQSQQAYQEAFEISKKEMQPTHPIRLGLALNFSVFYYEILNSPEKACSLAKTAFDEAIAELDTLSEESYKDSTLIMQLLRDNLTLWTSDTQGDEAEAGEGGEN
Wee1 degr inh = human Wee1 degradation inhibition, primary screen | P30291 | HeLa Luc-Wee1K328M stability, luciferase luminescence; 100% = proteasome inhibitor MG132 effect | reporter increase, % at 5 µM | hit rate 1.2% among 220,000;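 active means activation above the mean of all tested compounds plus 3 SD, set per screening run, cut at about 8.8% in these data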;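 further: cells exposed to compound for 20 h before luminescence read; 0% = DMSO alone and 100% = MG132 at 30 µM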
Target sequence (P30291 whole entry K328M): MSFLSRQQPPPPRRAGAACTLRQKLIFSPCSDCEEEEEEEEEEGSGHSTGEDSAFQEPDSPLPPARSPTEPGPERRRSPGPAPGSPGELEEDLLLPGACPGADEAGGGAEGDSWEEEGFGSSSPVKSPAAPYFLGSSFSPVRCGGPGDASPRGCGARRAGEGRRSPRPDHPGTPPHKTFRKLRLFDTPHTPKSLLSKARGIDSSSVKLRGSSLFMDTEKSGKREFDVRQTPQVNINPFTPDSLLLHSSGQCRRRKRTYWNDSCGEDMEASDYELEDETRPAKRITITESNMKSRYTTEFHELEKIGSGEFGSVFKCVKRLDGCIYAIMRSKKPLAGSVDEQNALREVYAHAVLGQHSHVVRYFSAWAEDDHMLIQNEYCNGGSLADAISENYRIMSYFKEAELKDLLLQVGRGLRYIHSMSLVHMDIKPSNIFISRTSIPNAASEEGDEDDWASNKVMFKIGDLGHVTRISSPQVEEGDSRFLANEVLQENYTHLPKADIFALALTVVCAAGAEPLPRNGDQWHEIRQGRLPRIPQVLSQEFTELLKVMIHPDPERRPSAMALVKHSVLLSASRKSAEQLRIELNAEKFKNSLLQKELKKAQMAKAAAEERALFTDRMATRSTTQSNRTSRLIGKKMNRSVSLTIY
hK5 inh = kallikrein 5 (human) inhibition; recombinant hK5, fluorogenic AMC substrate cleavage; hit rate 0.59% among 210,000; inhibition, % at 5 µM; AID 873;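 active means inhibition of 40% or more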;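 further: 0% = enzyme controls without compound and 100% = no-enzyme blanks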
Runt-CBFb FRET = blocks binding of human RUNX1 Runt domain to CBFb. Cerulean-Runt/Venus-CBFb FRET ratio 530/480, 1 h. Q01196+Q13951. hit rate 0.46% among 220,000. inhibition, % at 20 µM;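 active means inhibition over about 50% at 20 µM in the single-dose screen, limit read from the data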;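 further: 0% = DMSO wells and 100% = excess unlabeled CBFb competitor control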
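Assay system: Cerulean-Runt domain / Medium: Tris 50 mM pH 7.5, KCl, K2SO4, 0.01% BSA / Timing: protein complex preformed 1 h, compound exposure 1 h, room temperature, dark / Measured by: FRET, excitation 422 nm, emission at 530 and 480 nm / Evaluation: loss of energy transfer signal / Control set: 5 µM unlabeled CBFb as full-inhibition high control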
FXIIa inh 1536 = inhibitors of human coagulation factor XIIa; inhibition, % at 5 µM; purified FXIIa, Boc-QGR-AMC fluorogenic substrate, 2 h; hit rate 0.3% among 220,000; P00748; in the data active means inhibition above about 40%;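 further: 0% = enzyme with no compound and 100% = blank without enzyme; many of its hits are not listed in these tables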
Hck Nef HTS = inhibitors of human Hck kinase activated by Nef | hit rate 0.68% among 220,000 | inhibition, % at 20 µM | Recombinant Hck-YEEI plus Nef, Z-Lyte FRET kinase assay | P08631;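 active means Hck-Nef kinase inhibition above about 50%, limit read from the data; inactive means inhibition below that limit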;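 further: 0% = DMSO with Hck plus Nef and 100% = Hck alone without Nef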
FXIa inh = factor XIa (human) inhibition. inhibition, % at 5 µM. hit rate 0.14% among 220,000. purified FXIa, Boc-Glu-Ala-Arg-AMC fluorogenic substrate. P03951;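 active means inhibition of at least 40%; inactive means inhibition below 40%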;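 further: fluorescence of freed AMC excited at 355 nm; 0% = enzyme without compound and 100% = no enzyme blank; many of its hits are not listed in these tables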
Runt-SMMHC FRET = blocks binding of human RUNX1 Runt domain to CBFb-SMMHC | Q01196+Q13951 | inhibition, % at 20 µM | Cerulean-Runt/Venus-CBFb-SMMHC FRET ratio 530/480, 1 h | hit rate 0.74% among 220,000 | AID 1434;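 active means mean inhibition across duplicate retests at 20 µM reaching about 50%, limit read from the data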;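 further: 0% = DMSO wells and 100% = wells with excess untagged CBFb-SMMHC; inhibitors lower the FRET ratio by blocking Runt binding to CBFb-SMMHC; some results filed as inactive read as strong as hits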
Starred values were filed as active, the others as inactive; nt = not tested or not shown; [ ] = another dose, or the depositor's remark.

molecule,thrombin 1536,14-3-3 Bad inh,Wee1 degr inh,hK5 inh,Runt-CBFb FRET,FXIIa inh 1536,Hck Nef HTS,FXIa inh,Runt-SMMHC FRET
S=C1NCCc2ccc(Cl)cc2C1c1ccccc1Cl (stereo not drawn),-1,-2[fluorescence artefact?],-1,10,6,14,1,8,2
COc1cc(/C=C/C(=O)OCC(=O)Nc2cc(S(=O)(=O)N3CCCCC3)ccc2C)ccc1O,-5,-7,-3,-5,2,0,-42,-4,13
S=c1[nH]nc(COc2ccc(Cl)cc2)o1,0,15,-3,3,0,12,2,0,-5
COc1ccc(OCC(=O)Nc2ccc(NC(=O)c3cccs3)c(OC)c2)cc1,-2,-3,0,-6,1,-2,18,-3,3
Cc1oc2c(c1C(=O)NCc1cccnc1)C(=O)c1ccccc1C2=O,3,5,-4,1,-1,9,10,7,-4
CCC(C)Sc1cc(C)c(C#N)c2nc3ccccc3n12 (stereo not drawn),0,-9[fluorescence artefact?],3,-8,-50,8,1,7,6
O=C(CSc1nnc(-c2ccccc2)c(-c2ccccc2)n1)N1CCOCC1,-1,-1,0,-8,1,7,-3,-4,2
O=C1C(N2CCOCC2)=C(n2nnc3ccccc32)C(=O)c2ccccc21,1,-5,-2,-10,-1,9,3,2,-1
O=C(Nc1nccs1)c1ccc(-c2ccc(Cl)cc2)o1,-4,-4,1,-6,7,0,24,-5,4
Cn1c(SCC(=O)Nc2sccc2C#N)nnc1-c1ccccc1,-3,-4,3,-7,0,5,1,2,-6
CCc1ccc(NC(=S)N(CCCN2CCOCC2)Cc2ccco2)cc1,-4,-5,0,0,2,6,5,-4,4
CC(=O)c1ccc(Oc2cc(C)nc(-n3nc(C)cc3C)n2)cc1,0,2,-1,-3,-1,0,2,4,-4
CC(C)CC(NC(=O)C1CCC(C)CC1)C(=O)NCc1ccccn1 (stereo not drawn),-3,-1,2,5,-1,1,1,-3,0
COc1ccc(NS(=O)(=O)c2cc(OCC(N)=O)c(C)cc2Cl)cc1,-8,9[fluorescence artefact?],2,-7,0,6,4,5,0
O=C(Nc1cccc(Cl)c1)c1ccc(F)c(S(=O)(=O)N2CCN(c3ccccn3)CC2)c1,1,-6,-1,-6,1,14,3,6,5

New compounds follow.
molecule,thrombin 1536,14-3-3 Bad inh,Wee1 degr inh,hK5 inh,Runt-CBFb FRET,FXIIa inh 1536,Hck Nef HTS,FXIa inh,Runt-SMMHC FRET
Cc1cc(C)cc(NC(=S)Nc2ccc3cn[nH]c3c2)c1,22,-2[fluorescence artefact?],3,-9,3,10,4,3,3
COc1ccc(-c2nc3ccccc3c(=O)n2CCOc2c(C)cccc2C)cc1,-6,-6[fluorescence artefact?],0,-13,-3,2,4,-3,4
COc1ccc2[nH]cc(CCNS(=O)(=O)c3ccc(F)cc3)c2c1,-16,-1,2,-6,0,8,33,-6,-2
Cc1cc([N+](=O)[O-])ccc1NC(=S)NC(=O)Cc1ccccc1,2,4,4,12,2,13,1,3,2
CC(OC(=O)c1ccccc1OCc1ccc(Cl)cc1)C(N)=O (stereo not drawn),-10,-4,2,-5,-2,4,2,-5,-1
CCOC(=O)CCc1c(C)c2ccc(OCC(=O)OC(C)C)cc2oc1=O,-1,-1,6,-6,-2,7,-19,-5,3
CCOC(=O)C1CCN(c2ncnc3c2[nH]c2cccc(OC)c23)CC1,2,4[fluorescence artefact?],2,-179,-2,5,1,0,-3
COc1ccc(C(=O)Nc2nc(N)n(-c3ccccc3)n2)cc1,-8,6,1,9,-2,5,3,22,6
COc1cc(C(=O)NC2=NCCS2)ccc1OCc1c(C)noc1C,-1,3,-3,1,-2,3,-2,-8,2
Cc1cc(C)c2c(N)c(C(=O)NC3CC3)sc2n1,1,4[fluorescence artefact?],-2,5,nt,8,3,2,4
CN(C)/N=C/c1ccc(P(c2ccc(/C=N/N(C)C)o2)c2ccc(/C=N/N(C)C)o2)o1,nt,-2,-3,3,-4,13,7,13,-2
COc1ccc(-n2cnc3sc(-c4ccccc4)cc3c2=O)cc1,-4,3,0,14,nt,28,0,-11,5
CCC1=NN(C(=O)CCc2ccccc2O)C(O)(C(F)(F)F)C1 (stereo not drawn),-6,3[fluorescence artefact?],-1,-1,-10,5,2,1,2
O=c1ccc(/C=C/c2ccccc2)nn1Cc1ccccc1,-4,-10,-3,-31,0,6,-1,-5,1
COc1cccc(-n2c(SCC(=O)NC3CCCCC3)nc3n[nH]c(C)c3c2=N)c1,0,-8,3,8,-1,14,1,2,-5

Carrying on:
molecule,thrombin 1536,14-3-3 Bad inh,Wee1 degr inh,hK5 inh,Runt-CBFb FRET,FXIIa inh 1536,Hck Nef HTS,FXIa inh,Runt-SMMHC FRET
CCN1CCc2c(sc(N)c2C(N)=O)C1,2,-12,-1,-20,90*,5,7,3,-16
COc1ccccc1NC(=O)Cn1c(O)c(N=NC(=O)c2ccccc2O)c2ccccc21,-2,79*,1,-7,-5,-1,91*,-4,-13
CCCOC(=O)c1ccc(NC(=O)c2cn(CC)c3nc(C)ccc3c2=O)cc1,4,8[fluorescence artefact?],1,-4,-2,18,1,2,0
CCOc1ccc(N(CC(=O)NCCSc2ccccn2)S(C)(=O)=O)cc1,-5,5,1,-11,1,6,1,-5,2
C=CCn1c(COc2cccc3ccc(C)nc23)nnc1SCC(=O)OC,-6,28,-2,-4,2,6,3,-5,0
Cc1ccc(O)c(C2=NCCNC(C(F)(F)F)=C2)c1,1,7,2,-6,-1,35,10,23,-5
COc1ccc(OCCN2C(=O)NC(C)(c3ccc(C)cc3)C2=O)cc1 (stereo not drawn),1,-2,-3,6,-3,11,1,4,-6
C#CCOc1nc(Nc2cccc([N+](=O)[O-])c2)nc(OCC#C)n1,5,15,2,22,-1,41*,-1,5,0
O=C(NCc1ccco1)/C(=C\c1cccs1)NC(=O)c1cccs1,2,0,3,-12,-1,11,0,-2,3
COC(=O)c1ccccc1SC(CC(=O)c1ccccc1)c1ccc(F)cc1 (stereo not drawn),-2,2,1,-2,0,5,15,-1,1
O=C(O)c1ccc(Cn2c(SCc3cc(=O)n4cc(Br)ccc4n3)nc3ccsc3c2=O)cc1,-21,-5,-3,-6,2,4,19,-8,-4
COc1ccccc1NS(=O)(=O)c1ccc(S(=O)(=O)N2CCOCC2)cc1,-9,-13,1,9,3,10,20,2,4
Clc1nc2ccccc2nc1-c1ccccc1,2,-1,1,4,1,5,13,4,-2
Nc1ccccc1SCC(=O)Nc1nccs1,-5,-2,0,-7,1,3,1,-3,9
Cc1cccc(/C(N)=N/OC(=O)CCC2CCCCC2)c1,1,13,2,-6,-4,11,4,14,0

Continuation:
molecule,thrombin 1536,14-3-3 Bad inh,Wee1 degr inh,hK5 inh,Runt-CBFb FRET,FXIIa inh 1536,Hck Nef HTS,FXIa inh,Runt-SMMHC FRET
Cc1ccc(NNC(=O)c2c(F)cccc2Cl)cc1C,-1,-7,1,-4,0,5,5,1,-4
Cc1ccc2nc(-c3ccc(NC(=O)COC(=O)c4cncc(Br)c4)cc3)sc2c1,-11,14[fluorescence artefact?],15*,-14,-1,7,2,0,-2
O=C(Nc1ccc(F)c(F)c1)c1ccccc1-c1ccccc1,1,18,3,-2,-2,7,2,16,-3
O=C(Oc1ccc(Br)cc1C(=S)N1CCCCC1)c1cc([N+](=O)[O-])cc([N+](=O)[O-])c1,0,-4,-2,3,1,5,-4,-5,2
CCNC(=S)N1CCC(NC(=O)C2CCCCC2)CC1,-5,-7,-4,11,nt,11,0,-2,-2
CC(C)(C)OC(=O)N1CCN(c2ccc([N+](=O)[O-])cc2)CC1,1,-17,4,11,-5,8,26,-3,-4
O=C(O)CSc1nnnn1-c1ccccc1,1,20[fluorescence artefact?],-1,-8,-1,19,-1,5,0
N/C(=N\OC(=O)c1cc(Cl)ccc1Cl)c1ccccn1,1,-12,-2,1,-1,4,1,-1,-8
CC/C(O)=C1\C(=O)CCCC1=NCc1nc2ccccc2[nH]1,9,18,0,-5,0,8,14,-4,-3
CC(=O)c1ccc(N2CCC(c3cc(-c4ccc(Cl)cc4)n[nH]3)CC2)c([N+](=O)[O-])c1,5,-3[fluorescence artefact?],0,12,0,-1,1,7,-3
COc1cccc(C(=O)Nc2sc3c(c2C#N)CCN(C(C)=O)C3)c1,4,1,5,42*,21,26,26,30,51*
COc1ccc(C(=O)C[n+]2cn(C(F)F)c3ccccc32)c(F)c1,1,-10,-1,-7,2,15,29,-5,3
COC(=O)c1sccc1NC(=O)c1cc(OC)c(OC)c(OC)c1,1,2,0,-9,nt,23,1,9,-11
CC(NC(=O)C(NC(=O)C1CCCN1C(=O)OC(C)(C)C)C(C)C)C(N)=O (stereo not drawn),5,6,3,-23,3,16,0,4,-2
CCOC(=O)c1ccc(S(=O)(=O)N2CCN(C(=O)c3cc(=O)c4ccccc4o3)CC2)cc1,-4,2,0,-5,-5,-2,0,-4,1
O=C(Cc1ccc(Cl)cc1)Nc1nc2ccccc2[nH]1,-3,5,0,8,0,-2,2,-9,-4
O=S(=O)(c1ccc(F)cc1)n1ccc(-c2cnc(-c3ccccc3)s2)n1,-2,8,-3,-20,1,7,1,-2,0
COc1ccc(S(=O)(=O)N2CCCN(Cc3cccc(F)c3)CC2)cc1,-5,3,-2,13,1,3,2,-4,5
